Screening data: PubChem BioAssay, several laboratories
MEKK2mut PB1 HTS = signal of MEK5 binding to mutant human MEKK2 PB1 domain. hit rate 0.35% among 290,000. AID 1530. bead flow cytometry, Alexa488-MEK5 binding to MEKK2 mutant. percent response, % at 10 µM; in the data active = percent response above about 24%, passing the limit was not always enough; also: inactives centre near 1; some results filed as inactive read as strong as hits; reference of the scale not given here
OXTR agonist = agonists of human oxytocin receptor. activation, % at 3 µM. P30559. hit rate 0.32% among 320,000. CHO-OTR cells, Fluo-8 calcium fluorescence; normalized: DMSO 0%, oxytocin 100%;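 active = activation above the mean of all tested compounds plus 3 SD, cutoff set per screening run, cut at about 20% in these data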;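 also: peak over basal fluorescence ratio from a 100 s FLIPR kinetic read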
GalR3 antag = human GalR3 antagonism; O60755; HEK293 GalR3-CNG cAMP membrane potential fluorescence; galR3 body fused to GalR1 C-terminus; inhibition, % at 3 µM; hit rate 0.44% among 360,000; AID 651719;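 active = inhibition above the screen-wide average plus 3 SD, cut at about 13% in these data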;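 also: forskolin and galanin both at EC90 stimulate the cells; cAMP rise reported by CNG channel membrane potential dye signal; 0% = forskolin plus galanin with DMSO and 100% = forskolin alone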
PfM18AAP inh = blocks P. falciparum M18 aspartyl aminopeptidase. recombinant PfM18AAP, H-Glu-NHMec fluorogenic cleavage. inhibition, % at 7.35 µM. hit rate 1.2% among 290,000;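 active = inhibition above the campaign mean inhibition over all tested compounds plus 3 SD, cut at about 28% in these data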;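 also: 0% = plate median of test compound wells and 100% = 2 mM ZnCl2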
GPR7 antag = antagonists of human GPR7 (neuropeptides B/W receptor 1); P48145; GPR7-expressing cells, fluorescence antagonist assay; inhibition, % at 4.4 µM; hit rate 1.1% among 290,000; AID 1861; in the data active = inhibition above about 16%, passing the limit was not always enough;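 also: cells stimulated with the agonist NPW; 0% = agonist with vehicle and 100% = vehicle without agonist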
V1R ag counter = activates human V1a receptor in oxytocin agonist counter-screen; AID 2797; P37288; activation, % at 3 µM; hit rate 0.25% among 320,000; CHO-V1R cells, Fluo-8 calcium fluorescence, agonist mode; 0% DMSO, 100% 3 nM vasopressin;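 active = activation above the mean activation of all tested compounds plus 3 SD, per screening run, cut at about 20% in these data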;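 also: signal is peak over basal fluorescence ratio across a 100 second FLIPR read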
MEKK2 WT-MEK5 = raises or lowers MEK5 binding to wildtype human MEKK2 PB1 domain; Q9Y2U5; bead flow cytometry, Alexa488-MEK5 binding to MEKK2 WT; actives lie on both sides; binding response (% of control), % at 10 µM; hit rate 1.1% among 290,000; AID 1531; in the data active = binding response below about 67% or above about 130%
OXTR potentiator = human OXTR potentiation; P30559; activation, % at 3 µM; CHO-OTR cells, Fluo-8 calcium fluorescence, potentiator mode; 0% = oxytocin EC15, 100% = EC100; AID 2445; hit rate 0.061% among 320,000;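 active = activation above that plate's cutoff, the mean activation of tested compounds plus 3 SD, cut at about 6.6% in these data, passing the limit was not always enough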;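 also: 100% uses oxytocin at 75 nM as the full agonist control; some results filed as inactive read as strong as hits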
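Assay system: CHO-OTR cells, human receptor / Also added: oxytocin at about EC15, sub-maximal agonist stimulus / Dosing: single dose, 3.0 µM nominal final compound concentration / Incubation: 6 min pre-incubation, 100 s read / Technique: Fluo-8 calcium dye fluorescence / Read-out: % activation vs EC15 and EC100 oxytocin / Benchmarks: EC15 oxytocin low, 75 nM oxytocin high / Replicates: singlicate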
NALP1 yeast inh = NALP1 inhibition. S. cerevisiae NALP1/ASC/caspase-1 growth, X-gal OD620, 72 h. inhibition, % at 10 µM. hit rate 0.61% among 280,000; in the data active = inhibition mostly above about 24%, no sharp cut-off; inactive = mostly below about 32%; also: some compounds called inactive have numbers as strong as hits
* marks the source's active call; other numbers are inactive results; · = no result given.

SMILES | MEKK2mut PB1 HTS | OXTR agonist | GalR3 antag | PfM18AAP inh | GPR7 antag | V1R ag counter | MEKK2 WT-MEK5 | OXTR potentiator | NALP1 yeast inh
C/C(=N/NC(=O)c1cccs1)c1ccc(NC(=O)COc2ccc(Cl)cc2)cc1 | 5 | 0.8 | 4 | -14 | -5 | 1.1 | 102 | -7 | ·
CCC(CC)C(=O)Nc1ccc(Nc2ccccc2)cc1 | 0 | -0.8 | -4 | 2 | -11 | 1.5 | 103 | -7 | 8
Cc1cccc(N2C(=O)SC(N(C)c3ccccc3)C2=O)c1 (configuration not stated) | 7 | -1.3 | -2 | -1 | 2 | -0.5 | 103 | -13 | 3
Cc1nnc(NC(=O)c2ccc3ccccc3n2)s1 | -2 | -1.0 | -3 | 0 | -10 | -1.2 | 94 | -9 | 10
N#Cc1ccc(C(=O)NC2=NCCS2)cc1 | 6 | 1.1 | 3 | -5 | -10 | 0.6 | 107 | -8 | 18
COc1ccccc1-n1c(C)nnc1SCC(=O)Nc1cccc(C(C)=O)c1 | -9 | 0.8 | -3 | 4 | -2 | -0.2 | 94 | -3 | 35
COc1ccccc1C(=O)NNC(=O)c1cccc(C)c1 | 3 | 2.3 | -10 | -7 | -8 | 0.5 | 111 | -8 | 14
COc1ccc(CC(=O)NCC2(N3CCCCC3)CCCCC2)cc1 | -12 | -0.6 | -1 | 2 | -12 | -1.1 | 103 | -8 | -3
N#Cc1cc2c(nc1SCC(=O)NCc1ccc3c(c1)OCO3)CCCCC2 | 2 | -0.7 | -9 | 0 | -12 | -0.6 | 102 | 2 | 15
O=C(N/N=C/c1ccc(Sc2ccccn2)o1)c1cccc([N+](=O)[O-])c1 | -4 | 0.0 | -4 | 0 | 10 | 0.5 | 93 | 4 | 16
COc1cccc(NC(=O)CCC(=O)Nc2ccc3nc(N4CCOCC4)cc(C)c3c2)c1 | -2 | 1.9 | -7 | 12 | 1 | 2.7 | 102 | -11 | 2
Cc1ccc(C(C(=O)NC2CCCC2)N(C(=O)Cc2cccs2)c2ccc(C)c(C)c2)o1 (configuration not stated) | 0 | -2.0 | -5 | -8 | 11 | 2.6 | 93 | -6 | 28
Cc1ccc(C)c(NC(=O)NNS(=O)(=O)c2ccc(C)c(C)c2)c1 | -5 | -0.9 | 3 | 0 | -9 | 0.5 | 96 | 0 | -5
N#Cc1nc(-c2ccccc2F)oc1NCc1cccc2c1OCO2 | 7 | 1.4 | 0 | -6 | -9 | 0.3 | 108 | 8 | 26
O=c1c2sccc2n(Cc2cc(=O)n3ccccc3n2)c(=O)n1-c1ccccc1 | -3 | 0.6 | -1 | -2 | -1 | -0.2 | 92 | -4 | 11
O=S(=O)(Nc1cccc(S(=O)(=O)N2CCOCC2)c1)c1ccc2c(c1)OCCO2 | -3 | 0.4 | -6 | -3 | -6 | 1.3 | 95 | -17 | 24
CCC(C)(C)NC(=O)CN(Cc1cccs1)C(=O)C(=O)Nc1ccc2c(c1)OCCO2 | -8 | -1.1 | -1 | 2 | -12 | -0.3 | 78 | 0 | 10
CCc1ccc(NC(=O)[C@H](C)NC(=O)C2CCN(C(=O)[C@@H](NC(=O)OC(C)(C)C)C(C)C)CC2)cc1 | 7 | -2.1 | -10 | 3 | -2 | -0.3 | 106 | -11 | 33
Cc1ccc(S(=O)(=O)c2cc3ccccc3nc2N)cc1 | -6 | -1.7 | -4 | -1 | 6 | 2.2 | 96 | 0 | -1
CCOCCCNC(=O)C1CCN(S(=O)(=O)c2cc(Br)cc3c2N(C(=O)CC)CC3)CC1 | -2 | -1.0 | -2 | -1 | -16 | 0.1 | 100 | 5 | 0
CN(CC(=O)Nc1cc(S(=O)(=O)N2CCOCC2)ccc1Cl)C1CCS(=O)(=O)C1 (configuration not stated) | -5 | 0.6 | 9 | 3 | -11 | 1.6 | 97 | -4 | 15
CN1C(=O)C2(c3ccccc31)c1c(oc3ccccc3c1=O)C(=O)N2CCO (configuration not stated) | -1 | 0.8 | -1 | 3 | -6 | -0.1 | 101 | -1 | ·
COCc1cc(=O)[nH]c(Cc2c(Cl)cccc2Cl)n1 | 8 | -0.9 | -7 | 2 | -19 | -0.4 | 109 | -4 | 1
COc1ccc(S(=O)(=O)NC(C)C(=O)Nc2ccccc2)cc1Cl (configuration not stated) | 4 | -0.5 | -3 | -16 | -11 | -0.7 | 97 | -4 | 10
COCCCN1C(=O)C(=O)/C(=C(/O)c2ccc(OCC(C)C)cc2C)C1c1cccnc1 (configuration not stated) | 6 | -2.0 | -2 | -11 | 4 | -0.9 | 105 | -5 | 4
CC(C)(CNC(=O)c1ccc(-c2ccccc2Cl)o1)N1CCOCC1 | · | -2.1 | -5 | · | · | -0.4 | · | -2 | ·
CCc1ccc(C2NC(c3ccc(CC)cc3)C([N+](=O)[O-])C(C)(C)C2[N+](=O)[O-])cc1 (configuration not stated) | -3 | -2.2 | -2 | 0 | -6 | 1.3 | 109 | -11 | 23
CC(C)CN1C(=O)c2ccc(C(=O)Nc3ccc(O)cc3C(=O)O)cc2C1=O | 1 | -0.8 | -7 | 4 | -10 | -1.2 | 102 | 4 | -4
O=C(Nc1ccccc1)OC1C2CCC1C(N1CCCCC1)CC2 (configuration not stated) | 16 | 0.2 | -4 | -3 | -13 | -1.0 | 120 | -5 | 11
CCCCn1nc(C(=O)NCC(c2cccs2)N2CCOCC2)c2ccccc2c1=O (configuration not stated) | · | 7.5 | -6 | · | · | 7.5 | · | -11 | ·

Some of the entries above in another layout:
Each structure is followed by: MEKK2mut PB1 HTS	OXTR agonist	GalR3 antag	PfM18AAP inh	GPR7 antag	V1R ag counter	MEKK2 WT-MEK5	OXTR potentiator	NALP1 yeast inh
> O=C(Nc1ccccc1)OC1C2CCC1C(N1CCCCC1)CC2 (configuration not stated)
→ 16	0.2	-4	-3	-13	-1.0	120	-5	11
> CC(C)(CNC(=O)c1ccc(-c2ccccc2Cl)o1)N1CCOCC1
→ ·	-2.1	-5	·	·	-0.4	·	-2	·
> CCCCn1nc(C(=O)NCC(c2cccs2)N2CCOCC2)c2ccccc2c1=O (configuration not stated)
→ ·	7.5	-6	·	·	7.5	·	-11	·
> CC(C)CN1C(=O)c2ccc(C(=O)Nc3ccc(O)cc3C(=O)O)cc2C1=O
→ 1	-0.8	-7	4	-10	-1.2	102	4	-4

Additional compounds:
SMILES | MEKK2mut PB1 HTS | OXTR agonist | GalR3 antag | PfM18AAP inh | GPR7 antag | V1R ag counter | MEKK2 WT-MEK5 | OXTR potentiator | NALP1 yeast inh
CCOC(=O)c1sc2nc3c(cc2c1N)C(=O)CC(C)(C)C3 | -3 | -0.6 | -5 | 2 | -15 | 0.1 | 98 | 1 | 27
Cc1nnc(SCC(=O)N2CC(=O)Nc3ccccc32)n1Cc1ccccc1 | 5 | -1.6 | -2 | -13 | 1 | 0.4 | 103 | -7 | 16
COc1cc(NS(=O)(=O)c2ccc(N/C=C\C(=O)c3ccc(C)cc3)cc2)nc(OC)n1 | 0 | -0.7 | -2 | 1 | 13 | 1.5 | 98 | 4 | ·
O=C(COC(=O)c1ccccc1Br)NCc1cccs1 | · | -0.4 | -6 | · | · | 0.1 | · | 3 | ·
CN(C)c1ccc(C(=O)/C=C/c2ccc(Br)cc2)cc1 | -2 | -0.9 | 0 | 2 | 18 | 0.0 | 93 | -9 | 24
O=C(CC1(O)C(=O)N(C/C=C/c2ccccc2)c2ccccc21)c1ccccn1 (configuration not stated) | 8 | 7.5 | -8 | 32* | 14 | 5.8 | 109 | -11 | 6
Cc1ccccc1C([O-])=Nc1ccc[n+](-c2nc3ccccc3nc2NS(=O)(=O)c2ccccc2)c1 | -13 | -0.5 | · | -10 | -16 | 0.2 | 96 | -7 | 11
Cc1cc(C)nc(-n2nc(C)cc2NC(=O)C(C)C)n1 | 0 | 0.0 | -2 | 0 | -13 | 0.1 | 101 | -13 | -3
O=C(Nc1ccc(Nc2ccccc2)cc1)c1cccc(F)c1 | -1 | 1.3 | -9 | 8 | 18 | 5.0 | 97 | -16 | 16
CCOc1ccccc1/C=N/Nc1ccccc1[N+](=O)[O-] | 6 | -0.9 | -5 | 2 | 4 | -0.5 | 99 | -3 | -7
Cc1cc(=O)oc(C)c1C(=O)n1nc(C)c2c1C[C@@H]1[C@H]2C1(C)C | · | 0.3 | -8 | 13 | -3 | -0.9 | · | 1 | 7
O=C(CCc1ccccc1)N1CCN(S(=O)(=O)c2cccs2)CC1 | 9 | 2.8 | -2 | -16 | -10 | 1.3 | 111 | 13* | 8
COc1cccc(N=c2oc3ccc(OC)cc3cc2-c2nc3ccccc3[nH]2)c1 | -1 | -0.9 | -6 | 18 | -6 | 0.1 | 91 | -17 | 22
COc1ccc(NC(=O)CNC(c2ccccc2)c2ccccc2)cc1 | 2 | -2.1 | -10 | 2 | -10 | 0.7 | 105 | -6 | 12
COc1cc2ccccc2cc1C(=O)Nc1ccc(C)cn1 | -1 | -0.5 | -1 | 4 | -8 | 2.8 | 98 | -9 | 15
Nc1ncnc2sc3c(c12)CCNC3 | 2 | 1.6 | -1 | 4 | 4 | 4.3 | 112 | -11 | 15
CCOC(=O)Cc1c(C)nc2cc(-c3ccc(Cl)cc3)[nH]n2c1=O | 3 | -1.5 | -4 | 1 | -16 | -0.3 | 99 | -6 | 2
COc1ccc(CNC(=O)C2CCN(C(=O)c3ccc(-c4ccccc4)cc3)CC2)cc1 | 3 | 1.7 | -12 | 0 | -22 | 12 | 102 | -10 | 7
CN(C)S(=O)(=O)c1ccc(NC(=O)CN2CCN(c3ccccn3)CC2)cc1 | 5 | -0.7 | -10 | -6 | -8 | 5.1 | 110 | -1 | 11
O=C(O)Cc1c(C(=O)O)[nH]c2ccc(C(=O)O)cc12 | 2 | 0.8 | -5 | 5 | -11 | 4.9 | 107 | -1 | ·
O=C(NCc1cccnc1)c1cc(Cl)ccc1[N+](=O)[O-] | 0 | -0.9 | -4 | -3 | -9 | 0.3 | 101 | -1 | 20
CCCN(CCC)S(=O)(=O)c1cccc(C(=O)Nc2ccc3c(c2)OCO3)c1 | · | -2.1 | -7 | -3 | -2 | -1.3 | · | -3 | -13
COc1ccc(NC(=O)COC(=O)C23CC4CC(CC(Cl)(C4)C2)C3)c(OC)c1 | -1 | -1.3 | 6 | 0 | -15 | 0.2 | 106 | -3 | -8
COc1ccc(NC(=O)CN(C)CC(=O)NC2CCCCC2C)cc1 (configuration not stated) | · | 0.8 | -2 | · | · | -0.1 | · | 0 | ·
CC(C)(C)C(=O)COC(=O)c1cc(-c2ccncc2)nc2ccccc12 | -3 | -2.5 | -4 | 4 | -27 | -1.5 | 103 | 1 | 20
COC(=O)c1sc2nc(SCc3ccccc3C#N)n(N)c(=O)c2c1C | -2 | 0.2 | 3 | -4 | 6 | 1.5 | 94 | 2 | 10
Oc1ccccc1N1CCN(c2nc(-c3cccs3)nc3ccccc23)CC1 | 0 | 1.0 | -4 | 4 | 5 | 0.2 | 99 | -8 | ·
COc1ccc(OCC(O)CNC2CCCC2)cc1 (configuration not stated) | 2 | · | -6 | -5 | -18 | · | 100 | · | -8
Cc1c(NCc2ccncc2)cccc1C(=O)O | 7 | 0.3 | -7 | 10 | -15 | 0.8 | 106 | 4 | -106
C=CCc1cccc2cc(C(=O)N(C)C)c(=O)oc12 | 3 | -0.3 | -6 | 1 | -1 | -0.1 | 98 | 0 | -14
